Giardia killer: Giardia lamblia killing | Giardia lamblia trophozoite viability | activity change, % at 7.66 µM, hits read low | actives 0.15% (n = 340,000) | AID 540267; in the data active means activity change below about -80%; inconclusive means between about -30% and that limit;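 further: parasites exposed to compound for two days anaerobically before the ATP read; on the % scale 0 is the no-effect control and ±100 the full control effect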
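Each well holds 100 Giardia trophozoites and compound. After two days (48 hrs) at 37 deg C in anaerobic conditions, ATP is quantified by luminescence.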
BRCA1 expr act: activators of BRCA1 expression. MCF7-BRCA1-FFLuc reporter, luminescence, 48 h; response scale: scaled: vehicle 0%, 10 µM genistein 100%. Potency, µM (top dose mostly 46.1 µM), inactives show top-dose activation, hits mostly activators. actives 1.1% (n = 380,000); active means well fitted activation curve with a large enough effect; inconclusive means small, poorly fitted or top-dose-only effect; inactive means no such curve, though single readings can be large or run the other way; further: potency means the concentration at half of the fitted maximal effect; nearly all actives have a fitted effect of over 80% in size; some results filed as inactive show a strong effect at the top dose
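MCF7-BRCA1-FFLuc, 2000 cells/well; 2 h attach, 37 °C/5% CO2; compound 48 h; luciferase substrate 15 min; luminescence end-point. Norm. to genistein 10 microM max activation and DMSO; concentration-response curves fitted.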
An asterisk follows results filed as active; ? = inconclusive; & = joins results of further samples; [ ] = remark or other dose.

Each structure is followed by: Giardia killer, BRCA1 expr act
> Cc1cccc(C)c1NC(=O)C(c1ccccc1)N1CCC2(CC1)OCCO2 (centres undefined)
    -2.6, -21.0%
> CC(=O)N=c1nc(-c2ccccc2)n(-c2ccccc2)s1
    12.8, -20.4%
> CC1(C)OC(=O)C2(Cc3ccc(Cl)cc3N3CCCC32)C(=O)O1 (centres undefined)
    10.5, 15.7%
> Cc1ccccc1-c1cccc([C@@H]2C[C@H]3[C@H](CON3C)CN2C(=O)C(C)(C)C)c1
    17.3, 16.8%
> COc1ccc(S(=O)(=O)Nc2cccc(S(=O)(=O)N(C)C)c2)cc1[N+](=O)[O-]
    -15.8, -5.9%
> COC(=O)c1c(C)cc(O)c(C=O)c1O
    -18.9, -3.2%
> O=c1c(Oc2ccccc2)coc2cc(O)cc(O)c12
    -18.1, 18.6%
> CCSc1cnn(-c2ccccc2)c(=O)c1Cl
    10.8, 6.7%
> COC(C[C@@H]1O[C@H]1C(=O)[C@@H](C)OCc1ccccc1)OC
    -10.7, 1.6%
> CC(C)(CCc1ccccn1)C(=O)C(CCc1ccccn1)CCc1ccccn1
    2.5, -5.1%
> O=C(CCl)Nc1sccc1C(=O)c1ccccc1
    -26.9, -62.8%
> COc1ccc(S(=O)(=O)Nc2cccc3ccccc23)cc1
    11.8, -40.4%
> O=[N+]([O-])c1cc(-c2cccnc2)n[nH]1
    -7.1, -59.6%
> CC(=O)NS(=O)(=O)c1ccc(NC(=O)c2cccc3ccccc23)cc1
    10.2, 23.3%
> Cc1cc(CC(=O)O)c2oc(-c3ccoc3)cc(=O)c2c1
    2.7, -23.1%
> O=C1C(=C2CCc3ccccc32)Cc2ccccc21
    5.8, 43.3%
> CC(C)c1cc(NCCN2CCOCC2)n2c(nc3ccccc32)c1C#N
    -1.3, -2.7%
> Nc1c(N(CCC2=CCCCC2)C(=O)COc2ccc(F)cc2Cl)c(=O)[nH]c(=O)n1Cc1ccccc1
    -12.1, -75.5%
> COc1cccc(CN(C)C(=O)c2ccc(Cl)c(S(=O)(=O)N3CCCCCC3)c2)c1OC
    -8.0, -40.0%
> O=C(/C=C/c1ccccc1)COC(=O)c1ccccc1
    9.2, -13.8%
> O=C(NCCc1ccccc1)c1ccc2c(c1)S(=O)(=O)c1ccccc1C2=O
    -12.6, -16.8%
> NC(=Nc1ccccc1)N(c1ccccc1)c1ccccc1
    0.1, -1.2%
> COc1ccc(CNC(=O)C(=O)NCC2OCCN2S(=O)(=O)c2ccc(OC)cc2)cc1 (centres undefined)
    -4.0, -18.2%
> C#CCOCCOCCOCCNc1nc(N2CCN(C(=O)[C@H]([C@@H](C)CC)n3cc(CCC(=O)O)nn3)CC2)nc(N2CCN(C(=O)[C@H](CCCCN)n3cc(CC(C)O)nn3)CC2)n1 (some centres undefined)
    -4.2, 2.3%
> C[C@@H](Nc1nc(Cl)nc2nc[nH]c12)c1ccccc1
    -21.1, -35.8%
> COc1cccc(/C=N/NC(=O)c2c(-c3ccccc3)noc2C)c1OC
    -11.9, -11.4%
> COC(=O)C1C2CC(C(Br)C2Br)C1C(=O)O (centres undefined)
    16.1, -6.6%
> CCn1cc(C(=O)Nc2ccccc2C(=O)OC)cn1
    24.7, -25.6%
> Cc1cc(C(=O)CSc2nc3ccc(Cl)cc3[nH]2)c(C)n1Cc1ccco1
    -2.7, -65.1%
> O=C(NCc1ccccc1)c1ccc(C(=O)NCc2ccccc2)cc1
    -21.4, 0.8%
> CC(=O)C1CCC2C3CC(C)C4=CC(=O)CCC4(C)C3C(=O)CC12C (centres undefined)
    -8.3, -29.8%
> COc1cc(OC)cc(C(=O)NCCCCc2ccccc2)c1
    -4.2, -12.8%
> COc1ccc2c(COC(=O)c3ccc(C)c(S(=O)(=O)N4CCOCC4)c3)cc(=O)oc2c1
    4.9, 20.1%
> ON(CCc1ccccn1)Cc1ccccc1
    10.6, 1.8%
> CCC1(CC(C)C)SC(N)=NC1=O (centres undefined)
    -7.5, -0.7%
> CCN1C(=O)/C(=C2\C=Cc3ccccc3N2CC)OC1=S
    1.7, 1.6%
> O=CN(Cc1ccccc1)c1cc([N+](=O)[O-])ccc1OCc1ccccc1
    17.3, -15.9%
> O=C1NC[C@H](Cc2ccccc2)N(C[C@H]2CCCN2C[C@H](Cc2ccccc2)N2C[C@H](Cc3ccc(O)cc3)N(CC3CCCCCC3)C(=O)C2=O)C1=O
    28.9, -72.6%
> Cc1ccccc1-n1c(-c2ccc(Br)o2)n[nH]c1=S
    31.8[activator], -14.0%
> NC(=O)C1(Nc2ccc(-c3ccc(Cl)cc3)cc2)CCCC1
    ?, 79.9%
> C#Cc1ccc2c(c1)COc1c3ccccc3nn1-2
    -13.4, ?
> CCN1CCN(c2ccc(S(=O)(=O)N3CCCCC3)cc2NC(=O)c2ccc(C)c(C)c2)CC1
    -1.1, -33.3%
> CCOC(=O)C(=Cc1ccc2c(c1)OCO2)c1ccccc1
    1.9, 5.4%
> COc1ccc(C(CNC(=O)CN2C(=O)NC(C)(c3ccc4ccccc4c3)C2=O)N2CCCC2)cc1 (centres undefined)
    -19.8, -15.8%
> O=C(CSc1nc2ccccc2c(=O)n1Cc1ccco1)NCc1ccccc1
    -3.7, -1.0%

Ordered by the number under BRCA1 expr act (falling): three of the compounds above.
Structure,BRCA1 expr act
ON(CCc1ccccn1)Cc1ccccc1,1.8%
CCN1C(=O)/C(=C2\C=Cc3ccccc3N2CC)OC1=S,1.6%
O=CN(Cc1ccccc1)c1cc([N+](=O)[O-])ccc1OCc1ccccc1,-15.9%

(next part)
Each structure is followed by: Giardia killer, BRCA1 expr act
> O=C(NC1CC1)c1ccc(NC(=O)C2CCCC2)cc1
    14.7, 14.1%
> COc1cccc(C2c3cc4c(cc3OC(C)(N3CCCC3)C2C)OCO4)c1O (centres undefined)
    1.1, -71.1%
> CN(C)CC/C=C1/c2ccccc2CS(=O)(=O)c2ccccc21
    -3.2, 7.5%
> CCN(C(=O)CSc1nc2scc(-c3ccccc3)c2c(=O)n1N)C1CCS(=O)(=O)C1 (centres undefined)
    -0.9, -24.6%
> CSc1ccc2nnc(-c3ccc(C)cc3)n2n1
    ?, -0.4%
> CCOc1ccc(NS(=O)(=O)c2ccc(C(=O)N(C)CC(=O)Nc3cccc(OC)c3)cc2)cc1
    -9.9, -27.5%
> N#Cc1ccccc1S(=O)(=O)N1CCN(c2nc(-c3cccs3)nc3ccccc23)CC1
    10.1&-3.5, -16.1%&7.9%
> CCNC(=O)NC1c2ccccc2CSc2ccccc21 (centres undefined)
    -21.0, 2.1%
> COc1cccc(OC)c1OC(=O)c1ccccc1
    -25.8, -1.8%
> O=C(O)C1=C[C@@H](c2ccc(Br)cc2)C[C@@H](OCCCCO)O1
    3.1, 2.8%
> Cc1ccc(-n2nnnc2-c2ccccc2Br)cc1
    -17.9, -10.0%
> COc1ccc(C(=O)NCCNc2nc3c(C)cccc3cc2C#N)cc1
    -20.9, -10.0%
> COc1ccc(-c2ccc3c(c2)C2CC3CCN2C(=O)OCc2ccccc2)cc1 (centres undefined)
    -3.5, 13.4%
> F[B-](F)(F)c1cnc2ccccc2c1
    -3.8, -0.2%
> CC(C)C[C@@H](CNCC(=O)[C@H](CC(C)C)NC(=O)c1[nH]cnc1C(=O)N[C@H](CN)CC(C)C)NC(=O)c1nc[nH]c1C(=O)N[C@@H](CC(=O)O)C(=O)O
    39.7[activator], 13.0%
> CCCNC1(C(N)=O)CCN(Cc2ccccc2)CC1
    -5.8, -20.4%
> COc1ccc(CN(C)C(=O)C(CCSC)NS(=O)(=O)c2ccc3c(c2)OCCO3)c(OC)c1OC (centres undefined)
    -0.1, -24.8%
> C[C@@H]1CN(S(=O)C(C)(C)C)[C@@H](CCO)/C1=C\CCO (some centres undefined)
    -15.2, 10.2%
> COc1cc(Cl)c(CNC[C@H]2O[C@@H](n3ccc(=O)[nH]c3=O)[C@H](O)[C@@H]2O)c(Cl)c1O
    -8.6, 49.0%
> COC(=O)C1N[C@@H]([C@@H](NC(=O)COc2ccccc2)C(=O)NCc2ccccc2)SC1(C)C (some centres undefined)
    -23.7, -3.4%
> CCN1C[C@@H]2[C@@H]3C(=O)N(C)C(=O)[C@@H]3[C@](Cc3ccccc3)(C1=O)N2C(=O)c1ccc(Cl)cc1
    9.3, -20.1%
> C=C1CCN(c2ccc(C(=O)NCCC)cc2[N+](=O)[O-])CC1
    -0.8, 40.9%
> CCOc1ccccc1Nc1cc(C)nc2ccc(C)cc12
    -0.6, -67.1%
> COc1ccc(OC)c(S(=O)(=O)Nc2cccc(O)c2)c1
    -12.2, -6.6%
> CC(=O)Nc1ccc(C=NN=C2c3ccccc3-c3ccccc32)cc1
    -1.8, -77.6%
> O=C(NCc1ccncc1)C(=O)NCC1OCCN1S(=O)(=O)c1cc(F)ccc1F (centres undefined)
    -10.0, -12.0%
> Cc1ccc(S(=O)(=O)N2CC(O)C[C@H]2C(=O)OCC(=O)N2CCN(c3ccc(F)cc3)CC2)cc1C (some centres undefined)
    -11.2, -14.8%
> Nc1[nH][nH]c(=O)c1N=Nc1ccccc1
    -14.1, 78.1%
> CC1CCCCCCC1OC(=O)c1ccccc1C(=O)O (centres undefined)
    0.0, 6.4%
> O=C(O)C[C@H]1c2ccc(C(F)(F)F)cc2S(=O)(=O)N1C1CCCCC1
    -18.2, 2.1%
> CN(C(=O)c1ccc(NC(=O)Cc2ccccc2)cc1)c1ccccc1
    6.6, 47.1%
> Cc1ccc(-c2cc3nc4c(c(=O)n3[nH]2)CCCC4)cc1
    -7.0, ?
> CC(=O)OCC1CC(COC(C)=O)C(COC(C)=O)CC1COC(C)=O (centres undefined)
    8.7, -17.2%
> Nc1nonc1-n1nnc(C(=O)N/N=C/c2cccc(F)c2)c1CN1CCCC1
    2.5, -7.2%
> COc1ccc2cc([C@H](C)C(=O)OCc3cn(CC(=O)c4ccc(O)cc4)nn3)ccc2c1
    24.8, 7.0%
> O=c1c2ccccc2oc2cc(C#Cc3ccccn3)ccc12
    -4.1, ?
> COCCC(=O)N1CCCC(C(=O)c2ccccc2SC)C1 (centres undefined)
    2.5, -8.1%
> COc1cc2c(O)cc(C(=O)O)c(-c3cc(OC)c(OC)c(OC)c3)c2cc1OC
    11.2, -17.5%
> CN(C)C(CNC(=O)C1CCN(S(=O)(=O)c2cc(Cl)ccc2Cl)CC1)Cc1ccccc1 (centres undefined)
    5.2, 3.6%
> CCc1c(C2(O)CCCCC2)[nH]c2ccc(C#N)cc12
    6.7, 9.5%
> CCCCn1c(N)c(N(CC)C(=O)CN2C(=O)NC(C)(c3ccccc3)C2=O)c(=O)[nH]c1=O (centres undefined)
    18.4, 1.7%
> COc1ccc(S(=O)(=O)N2CCC3CC2c2cc(N4CCOCC4)ccc23)cc1 (centres undefined)
    1.9, -6.4%
> CCCCn1c(N)c(N(CCOC)C(=O)CCNC(=O)NC23CC4CC(CC(C4)C2)C3)c(=O)[nH]c1=O
    -15.4, -9.7%
> O=C(N/N=C/c1cc(Br)c(O)c([N+](=O)[O-])c1)C(O)(c1ccccc1)c1ccccc1
    -14.1, -27.2%
> COc1ccc(CCNC(=O)c2cccc([N+](=O)[O-])c2)cc1OC
    ?, -36.4%

One compound at a time, as listed above. Values in the order: Giardia killer | BRCA1 expr act
Record of O=c1c2ccccc2oc2cc(C#Cc3ccccn3)ccc12 = -4.1 | ?
Record of O=C(N/N=C/c1cc(Br)c(O)c([N+](=O)[O-])c1)C(O)(c1ccccc1)c1ccccc1 = -14.1 | -27.2%
Record of CN(C)C(CNC(=O)C1CCN(S(=O)(=O)c2cc(Cl)ccc2Cl)CC1)Cc1ccccc1 (centres undefined) = 5.2 | 3.6%

Next section.
Each structure is followed by: Giardia killer, BRCA1 expr act
> CCn1c(SCCN2CCCCC2)nc2c1c(=O)n(C)c(=O)n2C
    -9.7, 3.9%
> CCCCCn1c(=O)[nH]c2cc(C(=O)NCCN3CCOCC3)ccc2c1=O
    -6.8, -16.8%
> O=C(c1cccs1)c1ccccc1Cc1cccs1
    -24.9, -1.1%
> CN(C(=O)c1cccc(NC(=O)Cc2ccc(NC(=O)C3CCN(S(=O)(=O)c4cccc([N+](=O)[O-])c4)CC3)cc2)c1)C1CCC1
    2.9, -21.0%
> O=C(c1cnn2c(-c3ccccc3)cc(-c3ccccc3)nc12)N1CCN(Cc2ccccc2)CC1
    -9.3, -7.1%
> N#CC(=Nc1ccccc1)c1ccccc1
    -21.9, -4.4%
> O=[N+]([O-])c1cccc(CN2[C@@H](Cc3ccccc3)COCCS2(=O)=O)c1
    -4.7, 0.0%
> O=S(=O)(c1ccc(Cl)cc1)N1CCN(c2nc(-c3ccc(Cl)cc3)nc3ccccc23)CC1
    -23.7, -13.1%
> OCc1ccccc1CN1CCCCCC1
    -16.3, -13.9%
> O=C(c1ccccc1)N1CCN(C(=O)c2ccncc2)CC1
    -0.8, -18.7%
> CN(c1ccccc1)S(=O)(=O)CS(=O)(=O)N(C)c1ccccc1
    -26.4, -24.9%
> COC1=C(C)C(=O)C2=C(C1=O)C1C3CC4=C(C(=O)C(OC)=C(C)C4=O)C(CNC(=O)C(C)=O)N3C(C#N)C(C2)N1C (centres undefined)
    -3.9, ?
> COCC(=O)OC1CCn2c1nc1c2C(=O)C(C)=C(NC(C)=O)C1=O (centres undefined)
    9.2, -83.3%
> Cc1ccc(NC(=S)N2CCC(C(=O)c3ccc(F)cc3)CC2)cc1C
    -18.3, -27.3%
> O=C(OCC(=O)N(CCc1ccccc1)Cc1ccccc1)c1cccc(O)c1
    0.3, 0.0%

Compound activity as filed in PubChem BioAssay.

This is a subset. The share of hits here may be higher or lower than overall.
